Compound activity from PubChem BioAssay.
HEK293 NOD2/NF-kB = inhibition of NOD2-driven NF-kB reporter – cell-based, luminescence, uHTS, HEK293 (AID 1566); HEK293 NOD2/NF-kB luciferase reporter, luminescence; higher % means a stronger effect; inhibition, % at 4 µM; hits with a dose series show EC50 in µM; hit rate 0.63% among 290,000; in the data active means inhibition above about 50%; further: many of its hits are not listed in these tables
Autophagy mod = modulators of autophagy | MEF GFP-LC3 puncta imaging; test concentration mostly 10 µM | hit rate 0.98% among 190,000 | calls only at 10 µM (by protocol) | AID 463193;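 active means percentage of spot-positive cells more than 3 SD above its plate mean, without a fluorescence outlier flag or 80% toxicity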;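 further: spot-positive cell cutoff set from DMSO-treated cells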
WT yeast gro inh = growth inhibition of WT yeast, mitochondrial fusion screen | mitochondrial fusion phenotypic screen, WT strain | inhibition, % at 10 µM | hit rate 2.1% among 190,000; in the data active means inhibition above about 58%; tested in S. cerevisiae
MT stabilize HCS = stabilizes microtubules in HeLa cells; HeLa tubulin immunostaining HCS, 24 h; share of cells brighter than vehicle mean+2SD; % tubulin-high responders, % at 10 µM; hit rate 0.83% among 200,000; AID 2205;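 active means plate Z-score above 3 for both tubulin-high and condensed-nucleus cell shares, with cell loss under 80%, at 10 µM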;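 further: anti alpha tubulin signal scored within the nucleus-defined area of each cell; some results filed as inactive read as strong as hits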
Yfh1-off respiration = mitochondrial function rescue without frataxin homolog – Friedreich's ataxia, plus single-dose screen, dose response (AID 1465); hit rate 0.074% among 220,000; S. cerevisiae Yfh1-off respiration, WST-1 reduction, 72 h; higher fold induction means a stronger effect; fold induction at 50 µM, or EC50 in µM where a hit was titrated;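 active means fold induction of absorbance versus untreated yeast above a set limit, then at least 30% activation at any dose in follow-up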;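 further: activators that raise dye reduction in frataxin-depleted yeast; strong numbers were not always called active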
b-catenin transl = beta-catenin nuclear translocation modulation | HeLa beta-catenin nuclear translocation, immunofluorescence imaging | nuclear translocation activity, % at 5 µM | hit rate 0.3% among 190,000;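 active means nuclear translocation activity above 50% at 5 µM, with a well cell count of 50 or more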;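 further: per-cell ratio of nuclear to cytoplasmic median beta-catenin stain intensity; plate controls were DMSO negative control for no effect and GSK-3 inhibitor IX positive control for full effect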
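System: HeLa cells, endogenous beta-catenin; compound dosing: 5 µM primary single dose, 0.1% DMSO, 0.02–20 µM confirmation series; incubation: 24 h compound exposure at 37°C, 5% CO2; signal: beta-catenin immunofluorescence imaging with DAPI; evaluation: % activation, nuclear-to-cytoplasmic median beta-catenin signal ratio per cell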
Hep lipid drop = modulators of hepatic lipid droplet formation; AML12 mouse hepatocytes, oleate lipid droplets, BODIPY imaging; inhibition, % at 6.5 µM; hit rate 0.4% among 240,000; AID 1656;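 active means lipid droplet intensity inhibited by at least 50%, with more than 500 cells counted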
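material = mouse AML12 hepatocyte cell line, fixed after treatment | also added = 100 µM oleic acid challenge | doses = compound at 6.5 µM only | schedule = overnight exposure | technique = Image-based BODIPY and DAPI two-channel analysis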
Insulin prom up = MIN6 insulin promoter up-regulation; MIN6 insulin promoter-GFP reporter, high-content imaging; hits give high values; z-score at 5 µM; hit rate 0.3% among 190,000;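 active means z-score above 3 at 5 µM with at least 500 cells counted in the well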
Dynein transport = blocks dynein driven cargo transport along microtubules; 3617.4 mouse cells, GR-EGFP nuclear translocation imaging; test concentration mostly 20 µM; stimulated with dexamethasone, 1 µM; hits give low values; z-score, hits read low; hit rate 0.47% among 220,000;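 active means plate z-score of nuclear minus cytoplasmic receptor signal below a set negative limit, without overly bright fluorescence or cell loss, cut at about -3.5 in these data, passing the limit was not always enough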;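 further: z-score of nuclear minus cytoplasmic ring GR-EGFP intensity difference per well; some compounds called inactive have numbers as strong as hits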
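Buffer or medium: Induction medium lacking tetracycline, stripped serum | Also added: Dexamethasone agonist, 1.0 µM final, for 30 min | Timing: 48 h induction, 1 h compound, 30 min dex at 37 °C | Detection: Formaldehyde fixation, Hoechst nuclear stain, 10x automated fluorescence imaging | Measure: Nuclear versus cytoplasmic GR-EGFP signal, averaged per well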
WT yeast gro inh mutant strain = also measured in WT yeast gro inh; calls as there; inhibition, %; mitochondrial fusion phenotypic screen, mutant strain inhibition
Dynein transport cytoplasmic EGFP = further read-out of Dynein transport, marked with its call; z-score; measured here: cytoplasmic GR-EGFP intensity; hits give high values
Dynein transport nuclear GR-EGFP = recorded beside Dynein transport, whose call it bears; z-score; measured here: nuclear GR-EGFP intensity;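 lower value marks the stronger effect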
Dynein transport cell count = further read-out of Dynein transport, marked with its call; z-score; measured here: cell count per field
Insulin prom up cell count = further read-out of Insulin prom up, marked with its call; cell count; measured here: cytotoxicity, nuclei count;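 total cells summed across four imaged fields per well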
Hep lipid drop cells 6.5 µM = also measured in Hep lipid drop; calls as there; cell count; measured here: cell count, cytotoxicity flag;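 cells counted across two imaged fields per well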
b-catenin transl cell count 5 µM = recorded beside b-catenin transl, whose call it bears; cell count; measured here: cell count, cytotoxicity flag
MT stabilize HCS Hoechst-high % = also measured in MT stabilize HCS; calls as there; % Hoechst-high responders; measured here: nuclear condensation Hoechst responders;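 share of cells brighter than vehicle mean plus two SD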
MT stabilize HCS cytotoxicity % = second read-out of MT stabilize HCS, no call of its own (marks repeat the call); toxicity, %; measured here: cytotoxicity by cell density;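 0% = mean cell density of plate MIN control wells and 100% = no cells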
Autophagy mod cell loss 18 h = further read-out of Autophagy mod, marked with its call; toxicity, %; measured here: cell loss, nuclei count;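 cell loss after 18 h compound exposure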
Numbers without * were called inactive; i = inactive; nt = not tested or not shown. The list is partial; rates above refer to the full screens.

SMILES	HEK293 NOD2/NF-kB	Autophagy mod	Autophagy mod cell loss 18 h	WT yeast gro inh	WT yeast gro inh mutant strain	MT stabilize HCS	MT stabilize HCS Hoechst-high %	MT stabilize HCS cytotoxicity %	Yfh1-off respiration	b-catenin transl	b-catenin transl cell count 5 µM	Hep lipid drop	Hep lipid drop cells 6.5 µM	Insulin prom up	Insulin prom up cell count	Dynein transport	Dynein transport cytoplasmic EGFP	Dynein transport nuclear GR-EGFP	Dynein transport cell count
O=[N+]([O-])c1ccc(C2=NCCO2)cc1	-1%	nt	nt	nt	nt	nt	nt	nt	i	-1.4	1266	17	653	0.38	1027	-0.28	-0.73	-0.43	0.23
CCOC(=O)c1c(C)[nH]c(C(=O)COC(=O)/C=C/c2ccc(O)c(OC)c2)c1C	10%	i	-2	-6	-17	2.8	6.0	4.3	i	1.5	807	-1	702	-0.05	1291	-0.48	-0.22	-0.17	0.17
CCOC(=O)C1CCN(C(=O)CC(C)c2ccccc2)CC1 (stereo not drawn)	6%	i	-2	-5	-14	2.7	2.8	4.2	i	-0.8	1108	-20	741	-0.45	1050	2.5	-0.28	1.1	-0.16
COc1cc(C)c(Cl)cc1S(=O)(=O)n1ccnc1	1%	i	22	4	-5	4.3	2.8	4.5	i	-2.0	984	-1	670	1.6	1540	-0.66	-0.23	-0.27	0.73
CC(O)c1ccc2c(c1)OCCOCCN(C)CCOCCO2 (stereo not drawn)	7%	i	-2	-7	-15	5.0	2.8	5.4	i	-1.0	885	nt	nt	-0.24	1147	0.089	-0.29	0.21	-0.21
COc1ccc(N2C(=O)CC(N3CCN(c4ccc(S(=O)(=O)N5CCCC5)cc4)CC3)C2=O)cc1 (stereo not drawn)	-23%	i	1	-9	-3	3.7	3.5	7.5	i	nt	nt	3	711	0.79	1208	0.39	-0.23	0.45	0.43
Cn1c(=O)c(=O)n(C)c2cc(S(=O)(=O)N3CC(=O)N(CCc4ccccc4)C(=O)C3)ccc21	20%	nt	nt	nt	nt	nt	nt	nt	i	2.8	1251	32	708	0.45	857	-0.017	-0.26	0.48	0.63
C=C(C)CN(CC)C(=O)CC1C(=O)NCCN1CC(C)(C)C (stereo not drawn)	-8%	nt	nt	nt	nt	nt	nt	nt	i	1.7	1328	-9	703	0.24	1198	1.2	-0.18	0.64	-1.5
Cc1nn(CC(O)CN2c3ccccc3Sc3ccccc32)c(C)c1Br (stereo not drawn)	17%	i	-6	91*	54*	0.8	1.6	9.8	i	nt	nt	-6	662	0.09	922	-0.97	-0.34	-0.65	1
CC(NC(=O)Cc1ccccc1)c1cc2c(cc1Br)OCCCO2 (stereo not drawn)	9%	i	8	-9	-16	2.5	3.0	7.6	i	-0.5	538	1	691	0.03	1236	0.59	-0.3	-0.15	-0.27
COc1ccc(/C=N/NC(=O)Cn2cnc3ccccc3c2=O)cc1	-4%	i	-3	2	18	2.2	1.7	11	i	-1.3	555	16	630	-0.03	1205	0.69	0.058	0.59	-0.082
Fc1cccc(-n2c(-c3cccs3)nc3nc4ccccc4nc32)c1	11%	nt	nt	nt	nt	nt	nt	nt	i	-0.2	1278	-22	678	-1.5	1110	-0.81	-0.046	0.19	-0.89
COc1ccc(Cn2cnc3sccc3c2=O)cc1	18%	i	13	9	23	1.9	2.2	6.4	i	-0.1	1360	nt	nt	-0.27	1397	-0.94	-0.23	-0.48	0.95
Cc1cc(C)n(C(=O)C(C)n2nc([N+](=O)[O-])c(Br)c2C)n1 (stereo not drawn)	-5%	i	27	25	3	3.0	1.5	6.2	i	-1.8	1068	13	597	-0.11	1555	1.8	-0.28	0.46	-0.4
O=C(c1cc2c([nH]c1=O)CCCC2)N1CCc2c([nH]c3ccccc23)C1c1ccccc1F (stereo not drawn)	-13%	i	12	-19	-6	3.3	2.3	7.3	i	-1.5	1052	-6	727	-0.43	1448	-0.84	-0.33	-0.34	1.3
O=C(Cn1ncc(Cl)c(Cl)c1=O)NC1CCS(=O)(=O)C1 (stereo not drawn)	1%	nt	nt	nt	nt	nt	nt	nt	i	0.4	1303	10	655	-0.12	1065	-0.6	-0.61	-0.62	-0.14
CCOC(=O)COc1ccsc1C(=O)OC	20%	i	0	-9	-14	1.2	1.3	6.2	i	1.1	1329	nt	nt	-0.16	1638	-0.47	-0.22	-0.53	0.62
CC(=O)c1ccc(-c2ccc([C@H]3[C@@H]4C=CCC[C@@]4(C)C(=O)N3Cc3ccccc3)c(F)c2)cc1	-6%	nt	nt	nt	nt	nt	nt	nt	i	-2.3	1194	15	719	nt	nt	-0.35	-0.81	-0.014	0.18
CC(C)(C)NC(=O)NC(=O)CSc1ncccn1	5%	i	-14	-6	1	3.0	1.8	11	i	2.3	891	23	664	nt	nt	0.2	-0.21	0.16	0.092
Cc1ccccc1SCC(=O)NC1CCOC1=O (stereo not drawn)	6%	i	-8	-28	-8	2.1	1.9	4.7	i	-2.0	890	nt	nt	0.13	1064	-0.22	-0.23	0.052	0.4
COc1ccc(C(C(=O)NC2CCCCC2)N(C(=O)c2sc(C)nc2C)c2ccc(C(C)=O)cc2)cc1 (stereo not drawn)	10%	i	-2	24	12	1.7	1.8	9.2	i	nt	nt	nt	nt	nt	nt	-0.1	-0.23	-0.59	0.55
COc1ccc(NC(=S)Nc2ccccn2)c(OC)c1	-16%	i	-29	-3	27	2.8	1.2	7.1	i	0.0	835	-11	597	1.1	1831	0.28	-0.21	-0.19	0.28
CCOCCCNC(=O)c1c(N)n(-c2ccc(S(N)(=O)=O)cc2)c2nc3ccccc3nc12	-10%	i	1	-5	-27	1.7	1.5	7.8	i	4.5	1153	6	808	0.9	966	-0.37	-0.31	-0.053	0.78
O=C(CCCCn1c(=O)[nH]c2ccccc2c1=O)NC1CCN(Cc2ccccc2)CC1	5%	i	13	15	11	2.8	1.2	7.8	nt	-2.4	552	nt	nt	0.18	1339	-0.64	-0.082	0.28	0.81
COc1ccc(CNc2nc3nc(-c4ccccc4)cc(=O)n3[nH]2)cc1OC	7%	i	35	-17	-18	3.0	1.6	1.2	i	-1.5	1076	24	650	nt	nt	-0.64	-0.23	-0.071	0.95
Cc1nc(N2CCOCC2)c2c3c(sc2n1)CCC3	13%	i	14	24	20	2.5	1.6	2.1	i	-1.7	1079	15	694	-0.62	1196	-0.97	-0.27	0.21	0.33
Cc1cc(C)nc(N2CCC(C(=O)N3CCN(c4cc(Cl)ccc4C)CC3)CC2)n1	16%	i	-5	72*	26*	20	5.1	25	i	-2.1	964	nt	nt	-0.62	1108	-0.52	0.025	-0.13	0.51
Cc1ccc(NCC(=O)Nc2ccc(Br)cc2)cc1F	3%	i	-13	3	9	4.2	1.9	17	i	-0.8	1151	12	711	-0.16	1535	-0.44	-0.23	-0.16	-0.13
O=C(Nc1ncn[nH]1)C(F)(F)C(F)F	-10%	i	2	12	-12	2.4	2.0	0.8	i	-2.7	1179	-3	702	-0.52	947	0.024	-0.24	-0.055	0.74
O=[N+]([O-])c1cccc(-c2nc3ccc([N+](=O)[O-])cc3[nH]2)c1	-25%	i	5	20	-11	1.4	1.7	0.8	i	1.9	1040	6	684	-1.7	800	-0.78	0.56	-0.32	-0.013
Cc1cccc(N2CCN(C(=O)CN3C(=O)C4CC=CCC4C3=O)CC2)c1C (stereo not drawn)	-15%	i	21	12	-2	4.2	0.9	7.8	i	-2.6	1059	1	715	-0.53	1452	0.67	0.22	0.55	0.057
CCOC(=O)c1sc2nc(N3CCOCC3)c3c(c2c1N)CCC3	22%	i	-9	0	0	2.6	2.2	8.0	i	nt	nt	nt	nt	nt	nt	0.36	-0.32	0.09	0.24
COc1ccccc1Nc1nc(N)nc(CN2CCN(Cc3ccccc3)CC2)n1	2%	i	10	3	-17	5.2	2.0	9.4	i	-1.3	996	nt	nt	-1.4	979	3	-0.14	1.3	-1.7
CC1(C)CN=C(NC2CCCCC2)S1	-7%	i	8	11	18	5.8	2.3	15	i	-5.4	928	nt	nt	-1.3	1372	0.49	-0.26	0.37	0.18
O=C(Nc1nc(-c2cccc3ccccc23)cs1)c1cnccn1	10%	i	-1	-20	-39	3.1	2.3	3.5	i	-5.1	656	4	790	1.1	1373	1.3	-0.15	0.76	-1.6
CCOC(=O)CSc1n[nH]c(NC(=O)c2ccccc2)n1	-4%	i	-6	-2	-2	1.5	2.1	12	i	-1.7	1385	nt	nt	0.89	1533	-0.12	-0.14	-0.24	0.57
O=c1[nH]c(-c2ccc(Cl)cc2)nc(=S)[nH]1	23%	nt	nt	nt	nt	nt	nt	nt	i	0.5	1286	13	713	0.19	977	0.6	-0.14	0.93	-0.033
